Screens: PubChem BioAssay, The Scripps Research Institute Molecular Screening Center
M4 antag = CHRM4 antagonism in calcium assay. P08173. CHO-hM4 cells, ACh EC80, Fluo-8 calcium fluorescence. inhibition, % at 3 µM. 360,000 compounds, 0.73% hits;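 active means inhibition above its plate's cutoff, the mean inhibition of sample wells plus 3 SD, cut at about 27% in these data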;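 further: 0% = acetylcholine EC80 with DMSO and 100% = DMSO without agonist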
OXTR potentiate = potentiates the human oxytocin receptor response; P30559; CHO-OTR cells, Fluo-8 calcium fluorescence, potentiator mode; 0% = oxytocin EC15, 100% = EC100; activation, % at 3 µM; 320,000 compounds, 0.061% hits;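 active means activation above that plate's cutoff, the mean activation of tested compounds plus 3 SD, cut at about 6.6% in these data, passing the limit was not always enough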;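 further: 100% uses oxytocin at 75 nM as the full agonist control; some results filed as inactive read as strong as hits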
Target sequence (P30559 whole entry, looked up): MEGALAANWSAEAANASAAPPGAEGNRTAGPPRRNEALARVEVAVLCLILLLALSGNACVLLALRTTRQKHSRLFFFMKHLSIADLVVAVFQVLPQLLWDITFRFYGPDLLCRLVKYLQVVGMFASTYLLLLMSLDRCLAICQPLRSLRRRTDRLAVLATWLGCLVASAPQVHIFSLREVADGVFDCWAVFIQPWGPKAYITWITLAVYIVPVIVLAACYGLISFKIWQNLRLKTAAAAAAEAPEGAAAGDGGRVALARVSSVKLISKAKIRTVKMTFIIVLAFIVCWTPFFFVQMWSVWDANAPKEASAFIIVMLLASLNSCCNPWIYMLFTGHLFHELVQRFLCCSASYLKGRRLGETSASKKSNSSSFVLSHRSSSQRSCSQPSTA
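Measured by – Fluo-8 calcium dye fluorescence · Test system – human OTR in CHO cells · Dosing – one concentration, 3.0 µM compound · Controls – EC15 oxytocin alone as 0%, 75 nM oxytocin as 100% · Evaluation – normalized max/min fluorescence ratio, % activation · Timing – 6 min pre-incubation, 100 s read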
CHRM1 PAM = human CHRM1 positive allosteric modulation. 360,000 compounds, 0.088% hits. activation, % at 3 µM. CHO-K1 hM1, Fluo-8 calcium fluorescence, ACh EC20; 0% = ACh EC20, 100% = maximal ACh; in the data active means activation above about 19%, passing the limit was not always enough
Target sequence (P11229 whole entry, looked up): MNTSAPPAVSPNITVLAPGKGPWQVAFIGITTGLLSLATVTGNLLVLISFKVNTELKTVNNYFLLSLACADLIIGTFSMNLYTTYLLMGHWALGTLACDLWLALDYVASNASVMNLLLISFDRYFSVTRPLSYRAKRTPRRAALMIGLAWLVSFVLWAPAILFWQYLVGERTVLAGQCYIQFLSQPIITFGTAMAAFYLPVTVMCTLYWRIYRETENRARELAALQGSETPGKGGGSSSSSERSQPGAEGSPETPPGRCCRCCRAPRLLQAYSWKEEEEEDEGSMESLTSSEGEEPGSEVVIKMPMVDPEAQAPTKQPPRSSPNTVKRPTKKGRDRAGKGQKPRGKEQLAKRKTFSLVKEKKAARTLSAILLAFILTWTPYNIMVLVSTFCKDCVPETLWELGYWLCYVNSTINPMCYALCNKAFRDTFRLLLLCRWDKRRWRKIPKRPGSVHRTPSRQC
CHO-K1 Ca ag = nonselective activator or artifact in parental CHO-K1 cells; Fluo-8 calcium fluorescence; scaled to maximal ATP response, vehicle zero; activation, % at 3 µM; 360,000 compounds, 0.48% hits; in the data active means activation above about 15%;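 further: untransfected CHO-K1 host cells lacking M1 receptor as counterscreen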
CHRM4 agonist = agonists of human muscarinic M4 receptor (CHRM4). P08173. CHO-K1 hM4/Gqi5, Fluo-8 calcium fluorescence; vehicle 0%, full acetylcholine response 100%. AID 624127. activation, % at 3 µM. 360,000 compounds, 0.14% hits;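 active means activation above the run mean over all test wells plus 3 SD, cut at about 32% in these data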;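 further: peak over basal fluorescence ratio per well then scaled between controls; 0% = DMSO wells and 100% = acetylcholine at EC100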
CHO parental Ca = signal in parental CHO cells, OX1R antagonist counter-screen; AID 463079; 330,000 compounds, 0.63% hits; parental CHO-K1, ATP-induced calcium, Fluo-8 fluorescence; inhibition, % at 5.6 µM;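 active means inhibition above that plate's mean sample inhibition plus 3 SD, cut at about 26% in these data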;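 further: 0% = ATP-challenged DMSO wells and 100% = DMSO wells without ATP; some compounds past the cut are filed as inactive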
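Test system: parental CHO cells; detection: calcium-sensitive Fluo-8 fluorescence; evaluation: percent inhibition of calcium signal; also added: ATP as calcium-mobilizing challenge; repeats: one well per compound; control set: ATP-challenged DMSO wells low, unchallenged DMSO wells high; compound: single nominal dose of 5.6 µM per compound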
CHO-K1 Ca antag = nonselective inhibitor or artifact in parental CHO-K1 cells; ATP-induced calcium, Fluo-8 fluorescence; inhibition, % at 3 µM; 360,000 compounds, 0.6% hits; AID 602250;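 active means inhibition above a per-plate cutoff, the plate's mean sample inhibition plus 3 SD, cut at about 24% in these data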;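 further: 0% = DMSO plus EC80 ATP and 100% = DMSO alone without ATP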
CHRM1 antagonist = blocks human M1 muscarinic receptor; P11229; CHO-K1 hM1, Fluo-8 calcium fluorescence, ACh EC80 antagonist; inhibition, % at 3 µM; 360,000 compounds, 1.3% hits;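 active means percent inhibition above its own plate's cutoff, namely the mean of that plate's compound wells plus 3 SD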;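 further: peak over basal fluorescence ratio during 140 s after agonist addition; 0% = ACh EC80 plus DMSO and 100% = DMSO alone without agonist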
M1 ag = activates human CHRM1 receptor | activation, % at 3 µM | CHO-K1 hM1, Fluo-8 calcium fluorescence, agonist mode; 0% DMSO, 100% acetylcholine EC100 | 360,000 compounds, 0.33% hits | AID 588814 | P11229;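 active means activation above the run's mean compound activation plus 3 SD, cut at about 16% in these data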;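 further: peak over basal fluorescence ratio within a 140 s kinetic read after compound addition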
* hit, by the source's call; . = no result given.

SMILES	M4 antag	OXTR potentiate	CHRM1 PAM	CHO-K1 Ca ag	CHRM4 agonist	CHO parental Ca	CHO-K1 Ca antag	CHRM1 antagonist	M1 ag
C[C@H](CO)N1C[C@H](C)[C@@H](CN(C)C(=O)Nc2ccccc2)Oc2ccc(NC(=O)C3CC3)cc2C1=O	9.8	1.7	8.0	-0.5	2.4	0.7	1.9	-0.5	-2.5
O=[N+]([O-])c1ccc(S(=O)(=O)N2CCSC2c2ccco2)cc1 (stereo unspecified)	-5.4	2.5	-3.8	0.0	1.7	-10.1	-13.8	10.0	-6.8
CCCOc1ccc(CSc2nnc(CCC)n2N)cc1	5.3	-1.3	-3.3	0.1	0.8	-4.2	-6.1	3.3	-3.4
CC(C)=C1SC(N2CCN(c3cccc(C)c3)CC2)=NC1=O	-8.5	-9.9	0.6	1.6	-2.3	-14.9	-18.9	-21.9	1.7
Cc1ccc(O)c(NC(=O)c2noc(C(C)C)c2[N+](=O)[O-])c1	-10.9	0.3	2.4	0.9	0.1	-3.9	-24.5	-1.0	-4.0
Cc1ccc(NC(=O)CN2CCc3ccccc3C2)cc1	-6.5	-13.4	1.5	0.1	-0.9	-6.5	-10.8	-3.0	-6.4
C=CCN1C2CCCC1CC(NC(=O)Nc1cccc(C(C)=O)c1)C2 (stereo unspecified)	-8.4	-14.2	4.0	0.3	0.4	-5.8	12.0	-7.7	-3.7
CN1C(=O)CC(N2CCN(CCN=CC3=C(O)CC(C)(C)CC3=O)CC2)C1=O (stereo unspecified)	-1.9	-0.7	-0.3	0.3	0.8	-24.4	-1.3	-10.6	-1.5
O=C(CN1C(=O)CSc2ccc(S(=O)(=O)N3CCOCC3)cc21)NCCCN1CCc2ccccc2C1	18.1	-8.4	-33.6	-0.5	0.5	-17.9	-0.4	12.3	-15.8
N#Cc1ccc(CSc2nc(N)cc(=O)[nH]2)cc1	0.1	0.6	5.6	0.3	0.1	-8.6	3.8	-10.9	-0.1
O=C(O)CSc1nnc(SCc2cccc3ccccc23)s1	4.3	-1.9	-1.5	0.6	0.6	-2.6	5.2	-2.5	-4.8
O=C(Nc1ccc(S(=O)(=O)NCc2ccco2)cc1)c1ccncc1	9.1	-16.0	0.3	2.1	2.4	0.4	-4.7	-0.4	-1.0

Just OXTR potentiate, M4 antag and CHRM4 agonist, for some of the entries so far:
| Molecule | OXTR potentiate | M4 antag | CHRM4 agonist |
| --- | --- | --- | --- |
| O=[N+]([O-])c1ccc(S(=O)(=O)N2CCSC2c2ccco2)cc1 (stereo unspecified) | 2.5 | -5.4 | 1.7 |
| CCCOc1ccc(CSc2nnc(CCC)n2N)cc1 | -1.3 | 5.3 | 0.8 |
| CC(C)=C1SC(N2CCN(c3cccc(C)c3)CC2)=NC1=O | -9.9 | -8.5 | -2.3 |

Additional structures follow.
SMILES	M4 antag	OXTR potentiate	CHRM1 PAM	CHO-K1 Ca ag	CHRM4 agonist	CHO parental Ca	CHO-K1 Ca antag	CHRM1 antagonist	M1 ag
Oc1ccccc1-c1nc(NCc2cccnc2)c2ccccc2n1	1.2	-2.0	5.2	1.6	5.8	-0.1	-18.1	-8.1	-2.7
Cc1ccc(NC(=O)c2ccc(NC(=O)C3CCCCC3C(=O)O)cc2)cc1 (stereo unspecified)	-10.4	2.7	1.1	0.6	0.6	3.9	-5.0	-3.5	-3.2
COc1ccc(-c2cc(-c3n[nH]c(=S)n3-c3ccccc3OC)[nH]n2)cc1	-4.4	-0.2	7.2	0.4	1.5	-11.6	-9.3	-11.4	-6.7
CCOC(=O)C1CCCCN1Cc1ccc(F)c(Br)c1 (stereo unspecified)	-3.1	-2.5	12.9	0.3	-1.7	16.0	-10.7	-6.0	-6.5
CNc1nc(Cl)c(SC)c(NCc2ccc(F)cc2)n1	-10.0	-18.3	-6.0	3.3	0.6	-30.5	-12.4	4.5	-4.6
O=C1N=C(N2CCOCC2)CS1	-0.3	0.8	-2.4	0.1	1.1	-7.9	-14.2	-1.2	-4.3
Cc1cc(NS(=O)(=O)c2ccc(NC(=O)N[C@H](C(=O)O)C(C)C)cc2)no1	0.8	-6.5	15.1	0.8	0.0	-4.3	-5.2	-8.0	-1.0
CCOc1ccc(NC(=O)CCC(=O)c2ccc(Br)cc2)cc1	-1.0	-4.0	2.0	0.0	-0.4	-0.6	0.3	-12.4	-5.1
COc1cc(OC)c(OC)cc1/C=C1/Cc2ccccc2C1=O	-16.6	-14.8	1.9	1.7	0.9	-0.4	-14.7	-8.2	-1.4
CC1(C(=O)NS(=O)(=O)c2ccccc2Cl)CCN1C(=O)C1(c2ccc(Cl)cc2)CC1 (stereo unspecified)	-4.2	.	2.5	-0.4	0.3	.	-7.3	-3.7	1.0
CC(=O)c1cccc(N(CC(=O)Nc2ccccc2C(=O)N2CCCC2)S(C)(=O)=O)c1	-2.3	-2.4	5.9	0.9	0.7	-11.2	-3.9	-9.5	-1.6
Cc1ccc(S(=O)(=O)/N=C(/c2ccccc2)N2CCOCC2)cc1	-8.7	-2.0	8.6	0.0	0.3	-5.8	-2.1	-6.8	-4.0
CCCCCC(=O)Nc1cccc(C2=NOC3(C2)C[C@@H](C(N)=O)N(C(=O)Cc2ccc([N+](=O)[O-])cc2)C3)c1 (stereo partly specified)	3.6	-6.2	-3.0	0.1	-0.1	-14.6	-13.0	7.7	-8.2
CC(=C/c1ccc(C(C)C)cc1)/C=N/NC(=O)Cn1nc(C)cc1C	-8.4	-0.6	-9.1	0.1	-0.1	-31.5	1.5	-3.0	-9.3
O=C(Nc1nnc(Cc2ccccc2F)s1)c1ccccc1Cl	-6.2	-15.3	26.2	0.6	0.0	-12.1	4.6	-28.4	3.1
O=C(CC1C[C@H](C(=O)N2CCOCC2)[C@@]2(CCC3CCCC3)c3[nH]c4ccccc4c3CCN2C1=O)NCCc1ccccn1 (stereo partly specified)	0.2	-4.4	-0.8	-0.1	-0.3	-13.4	2.2	10.1	-7.7
Cc1c(CCO)c(=O)[nH]n1C(=O)c1ccc(F)cc1	5.3	2.3	9.3	0.1	0.1	-8.1	-2.5	-4.9	-6.5
Cc1cccc2cc(CN(CCCO)C(=O)Nc3cccc(Cl)c3)c(=O)[nH]c12	-1.4	-11.2	-0.7	0.6	6.1	-27.7	7.7	4.6	1.1
O=C(C1=C(O)C(=O)N(CCN2CCOCC2)C1c1ccccn1)c1cccs1 (stereo unspecified)	-4.7	-5.0	-3.9	0.1	0.2	3.0	-7.7	7.0	-0.7
c1ccc(COc2ccc(OCCCN3CCCC3)cc2)cc1	8.8	-1.5	-21.1	2.5	4.0	0.8	-12.1	45.5*	-9.8
Cc1ccc(NC(=O)Nc2nc(-c3ccc(C)s3)cs2)cc1	-1.2	1.1	0.9	1.2	2.4	-13.4	2.7	-16.4	0.7
Cc1ccsc1C(=O)N1CCN(c2ncc(C(F)(F)F)cc2Cl)CC1	-3.5	-14.2	-3.2	7.7	8.0	2.1	-3.3	1.5	1.4
CCCn1c(SC(C)C(=O)NC2CCCC2)n[nH]c1=O (stereo unspecified)	-1.2	.	2.5	-0.2	0.6	.	8.0	1.0	-0.8
Fc1ccc(OCc2nn[nH]n2)c(F)c1	-4.2	-10.4	14.7	0.2	-0.3	0.1	-8.0	-26.4	-1.5
Cc1ccc(S(=O)(=O)CCC(=O)O)cc1C	-9.1	2.0	17.9	0.2	0.1	-6.4	-5.2	0.8	4.5
COc1ccc(-c2noc(CCCC(=O)NC3CCCC3)n2)cc1OC	5.1	-9.7	-3.0	2.7	2.2	3.2	-16.6	5.2	-1.5
COc1cc(-c2cccs2)cc(=O)c2c(C)oc(C)c12	2.4	-2.2	1.2	0.0	1.6	-20.7	-6.1	3.6	-2.2
COc1ccc2nc(NC(=O)c3cc(C)oc3C)sc2c1	-19.9	-10.2	4.2	0.1	0.2	-17.1	2.1	-6.0	-3.1
Cc1csc(CN(C)C(=O)CC2C(=O)NCCN2Cc2ccccc2C)n1 (stereo unspecified)	-11.8	.	2.1	0.6	0.9	.	-15.5	-16.4	-0.1
C=CCn1c(O)c(C2=c3ccccc3=NC2=O)c2ccccc21	49.8*	-0.2	8.0	4.2	12.1	9.7	-1.9	-8.1	0.5
CC1(C)C(=O)Nc2ccccc2N1C(=O)COC(=O)CCSc1ccccc1	-18.5	-2.0	-5.9	4.1	12.3	-18.1	5.5	5.2	-2.1
Cc1ccc(C(=O)NCCCNC(=O)c2cccnc2)cc1	3.6	4.7	10.7	-0.2	-0.3	-4.2	0.7	-4.0	-5.3
COc1cc(C(=O)NCCNC(=O)c2ccc(C)nc2)cc(OC)c1OC	3.5	2.5	4.6	0.3	-0.5	-2.8	-9.2	4.1	-1.2
O=C(NCc1ccco1)/C(=C/c1cccc([N+](=O)[O-])c1)NC(=O)c1ccco1	-1.3	-6.9	1.4	0.2	0.8	1.0	-11.7	-3.2	-5.0
O=[N+]([O-])c1ccc(-c2cn(-c3ccc(Cl)cc3)cn2)cc1	-4.9	.	-5.5	4.3	6.1	.	-7.5	4.5	-1.2
Cc1nnc(N/N=C/c2ccc(-c3ccc(Br)cc3)o2)n1N	9.9	0.3	7.0	-0.2	1.4	-6.7	-4.5	-1.0	-0.2
CCCCOC(=O)C1=C(C)NC(=O)NC1c1ccc(OC)cc1 (stereo unspecified)	-6.5	-14.8	9.6	0.6	0.6	-25.5	-5.6	-13.9	-3.3
CCC(Oc1ccccc1)C(=O)NCc1ccc(S(N)(=O)=O)cc1 (stereo unspecified)	-3.0	-4.4	7.7	0.2	1.3	-0.3	-2.8	-10.4	-1.9
CCOC(=O)CNC(=O)C(=O)c1c(O)[nH]c2ccccc12	0.5	-0.8	6.0	0.1	-0.3	-9.1	-9.4	-12.5	-2.1
O=C(Nc1ccc2c(c1)Cc1ccccc1-2)c1cc2ccccc2o1	4.3	1.5	6.0	1.0	0.4	-22.4	-12.8	-10.5	-3.6
Cc1[nH]c2ccccc2c1C(=O)C(=O)NCCc1ccc(S(N)(=O)=O)cc1	1.0	-5.1	2.8	0.1	-0.4	-3.8	-14.3	0.2	0.3
CCCC(=O)Nc1ccc(N2CCN(C(=O)c3cccs3)CC2)cc1	-5.3	-8.8	1.9	0.0	1.6	5.0	-10.1	-2.8	-2.2
CCCCn1c(-c2cccs2)nc2nc3ccccc3nc21	3.8	-3.3	1.2	2.1	5.0	-15.6	4.6	6.2	-3.3
COC(=O)C1C/C(=N\NS(=O)(=O)c2ccc(C)cc2)c2ccccc2C1 (stereo unspecified)	-21.4	-12.0	-0.9	-0.3	0.0	-15.1	-0.5	6.4	-0.6
CCc1nc2c(C#N)c(-c3ccc(Cl)cc3)ccn2n1	-4.7	1.5	3.6	-0.4	0.8	-2.6	0.1	-12.0	-5.6
CN(C)CCCn1c(=O)n(C2CCCCC2)c(=O)c2c3c(sc21)CCCCC3	0.6	2.6	8.7	3.6	1.6	-21.8	-7.8	-24.5	0.3

No enrichment for hits; overall some 2.9% were active at least once.
